# From PubChem
# Pf gamet viab – kills late stage P. falciparum gametocytes; AID 743093; inhibition, % at 10.9 µM; P. falciparum stage V gametocytes, ATP luminescence, 24 h; actives 0.065% (n = 150,000);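 active = inhibition above the mean plus 3 SD of compounds within the control limits, set per campaign, cut at about 38% in these data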;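 also: 0% = DMSO wells and 100% = medium only without gametocytes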
# Mcl1 Bid PPI – Mcl-1/Bid interaction inhibition. Q07820. TR-FRET Mcl-1/Bid-Dy647 peptide binding, 1536-well. inhibition, % at 21.7 µM. actives 0.97% (n = 220,000). AID 1021;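 active = compounds that cut the binding signal by more than half at the single screening dose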;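 also: His-tagged Mcl-1 with europium anti-His antibody binding Bid BH3 peptide; 0% = Mcl-1 plus peptide wells and 100% = peptide-only wells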
# Target sequence (Q07820 whole entry, looked up): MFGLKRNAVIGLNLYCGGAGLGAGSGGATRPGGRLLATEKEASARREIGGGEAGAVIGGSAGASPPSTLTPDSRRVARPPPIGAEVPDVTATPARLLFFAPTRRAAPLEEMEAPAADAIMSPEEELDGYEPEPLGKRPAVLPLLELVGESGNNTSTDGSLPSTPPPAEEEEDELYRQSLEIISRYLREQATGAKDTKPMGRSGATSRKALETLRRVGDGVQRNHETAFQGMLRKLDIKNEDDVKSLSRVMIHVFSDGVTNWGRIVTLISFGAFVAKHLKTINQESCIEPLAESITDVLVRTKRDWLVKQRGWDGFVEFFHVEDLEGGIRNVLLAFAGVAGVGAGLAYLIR
# Avidin fluor – avidin bead compound fluorescence profile | actives 0.38% (n = 220,000) | Avidin beads, compound fluorescence 488/530 nm, flow cytometry; hits give high values | fluorescence (KMESF) at 10 µM; in the data active = fluorescence above about 47; also: inactives centre near 10
# Mcl1-Noxa inh – disrupts binding of human Mcl-1 to Noxa peptide; Q07820; TR-FRET Mcl-1/Noxa peptide binding, 2 h; inhibition, % at 21.7 µM; actives 1.5% (n = 220,000);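 active = compounds that cut the protein-peptide binding signal by more than 50% relative to plate controls in a single-dose test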;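 also: His-tagged Mcl-1 with rhodamine Noxa BH3 peptide and terbium anti-His antibody; 0% = Mcl-1 plus Noxa peptide wells and 100% = peptide-only wells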
# The depositor's hits bear a star.
nr	Structure	Pf gamet viab	Mcl1 Bid PPI
1	C/C=C/C(=O)N1CC2(CC(c3cccc(NC(=O)COc4ccc(Cl)cc4)c3)=NO2)C[C@@H]1C(N)=O (stereo partly specified)	9	-27
2	C=CCn1c(SCc2ccc(C(=O)O)cc2)nc2sc(C)c(C)c2c1=O	2	-63
3	CN(C)CC1CCCCC1OC(=O)/C=C/c1ccccc1 (stereo unspecified)	17	-15
4	CCC(=O)Nc1ccc2oc(-c3cccnc3)nc2c1	11	-2
5	C=CCNCC(O)COc1ccc(C(C)=O)cc1OC (stereo unspecified)	-5	7
6	Cc1c(-c2ccccc2)[n+](=O)c(-c2ccc(Br)cc2)c(C)n1[O-]	-8	-24
7	Cc1ccccc1NC(=O)c1c(C)[nH]c(=S)c(C#N)c1-c1ccc(Cl)cc1	-25	71*
8	O=C(O)c1ccc(Oc2ccccc2)o1	2	10
9	Cc1onc(-c2c(Cl)cccc2Cl)c1C(=O)N=C(N)N1CC(C)OC(C)C1 (stereo unspecified)	-8	4
10	CN(C)c1cc(-c2cccc([N+](=O)[O-])c2)oc(=O)c1Cl	6	-13
11	O=C(Cn1nc(-c2ccccc2)c2ccccc2c1=O)Nc1ccc(O)cc1	-22	-14
12	Cc1ccc(-c2nc3c4ccccc4ccn3c2CN2CCCCC2)cc1	-1	-23
13	CC(=O)NCCc1nc2ccccc2n1CCOc1ccccc1	15	-13
14	C[C@H](c1ccccc1)n1nnc(COCc2ccccc2)c1C#CCOCc1ccccc1	8	-4
15	CCN1CCC2(CC1)Oc1c(OC)cccc1C1CC(c3cccnc3)=NN12 (stereo unspecified)	9	-27

nr	Avidin fluor	Mcl1-Noxa inh
1	14	2
2	5	5
3	8	-8
4	6	8
5	6	-39
6	7	3
7	7	-45
8	4	7
9	9	-9
10	8	-19
11	8	-26
12	10	34
13	5	-12
14	9	3
15	4	15

# Results in sequence from above:
# Entries 7–12 in Avidin fluor, in turn: 7, 4, 9, 8, 8, 10
# Entries 7–12 in Mcl1-Noxa inh, in turn: -45, 7, -9, -19, -26, 34
# Entries 7–12 in Pf gamet viab, in turn: -25, 2, -8, 6, -22, -1

# (further entries)
nr	Structure	Pf gamet viab	Mcl1 Bid PPI
16	Cc1ccc(-n2c(C(C)C)nc3oc4ccccc4c(=O)c3c2=O)cc1	-4	-1
17	O=[N+]([O-])c1ccc(-c2c[nH]c(=S)[nH]2)cc1	-11	-36
18	COc1ccc([N+](=O)[O-])cc1NS(=O)(=O)c1cccc(C(=O)O)c1	11	-19
19	COc1cc(OC)c2cc(C(=O)N/N=C/c3cccc(OC)c3O)[nH]c2c1	2	-81
20	CCN1CCN(c2nc(Nc3cc(OC)ccc3OC)nc(Nc3cc(OC)ccc3OC)n2)CC1	1	-112
21	Cc1cc(C(=O)Nc2ccc(S(=O)(=O)N3CCOCC3)cc2)c(C)o1	5	-28
22	COc1ccccc1NC(=O)CC(c1ccc(F)cc1)c1ccco1 (stereo unspecified)	1	-6
23	C/C(=N\NC(=S)NC(C)C)c1ccc(Cl)c([N+](=O)[O-])c1	-7	-23
24	COC(=O)NC1(C(=O)O)CCCC1	2	-14
25	Nc1nc(-c2ccccc2)cn1/N=C/c1ccccc1	-3	-56
26	CN(C)C(=S)c1ccccc1	-3	2
27	Cc1cc(=O)[nH]c(NN)n1	-27	-51
28	FC(F)(F)c1cc(Oc2ccc(Cl)cc2)ncc1-c1nnc(-c2ccc(Cl)cc2)o1	-14	-12
29	Cc1cccc(NC(=O)Cn2nnc3sc4c(c3c2=O)CC(C)(C)OC4)c1	-18	-7
30	NCCCC[C@H]1CNC(=O)C(=O)N1CCC12CC3CC(CC(C3)C1)C2	-8	-23

nr	Avidin fluor	Mcl1-Noxa inh
16	5	-17
17	3	95*
18	5	18
19	4	36
20	11	17
21	9	13
22	7	9
23	6	-8
24	4	-2
25	9	8
26	6	5
27	6	-30
28	2	-29
29	7	6
30	7	-12

# (listing goes on)
nr	Structure	Pf gamet viab	Mcl1 Bid PPI
31	NC(N)=N/N=C/c1ccccc1Cl	11	1
32	COc1ccccc1N1CCN(C(=O)c2cc(C(C)(C)C)oc2C)CC1	-11	-25
33	CC(=O)C1=NN(c2ccc(Cl)cc2)C(c2ccc3c(c2)OCO3)N(C(C)=O)N1C (stereo unspecified)	-14	-15
34	COc1cc(/C=C2\SC(=Nc3ccc(O)cc3)NC2=O)cc(OC)c1OC	8	-3
35	Cn1ncc(Br)c1NC(=O)CSc1ccc(Cl)cc1	0	3
36	COC(=O)COc1ccc(NC(=O)c2ccco2)cc1	-20	-10
37	CCOc1ccc2[nH]c3c(N4CCC5(CC4)OCCO5)ncnc3c2c1	-41	-2
38	COc1ccc(C(=O)N2CCC(C(=O)c3c(C)cc(C)cc3C)CC2)cc1	-8	1
39	Nc1cccnc1Oc1ccccc1F	-20	-7
40	COc1ccc(-n2nnnc2/C(=C/N(C)C)C(=O)c2ccccc2)cc1	2	-38
41	CCCN(CCC)S(=O)(=O)c1cccc(-c2csc(C)n2)c1	2	-2
42	CSc1nc2ccc(NC(=O)c3c(-c4ccccc4)noc3C)cc2s1	-2	7
43	Cc1ccc(NC(=O)C(C)N=C2NS(=O)(=O)c3ccccc32)cc1F (stereo unspecified)	-22	-10
44	CC(=O)c1ccc(S(=O)(=O)N2CCN(C(=O)/C=C/c3ccc4ccccc4n3)CC2)cc1	-7	-13
45	CN(C)C(=O)CSc1nnc(-c2cccs2)n1-c1ccccc1	-8	-41

nr	Avidin fluor	Mcl1-Noxa inh
31	3	-7
32	3	-1
33	5	-12
34	6	10
35	7	12
36	6	-13
37	6	3
38	9	6
39	9	-7
40	9	3
41	3	10
42	10	-11
43	9	-14
44	6	45
45	8	4

# Remaining list, next part.
nr	Structure	Pf gamet viab	Mcl1 Bid PPI
46	COc1ccc(C2c3sc(=O)[nH]c3SCC2C(N)=O)cc1 (stereo unspecified)	11	-124
47	CCOC(=O)C(C)Oc1cccc2c(=O)n(CC(=O)NCc3ccccc3)ccc12 (stereo unspecified)	-1	-4
48	CC(C)(C)c1cc2nc3c(c(=O)n2[nH]1)CN(Cc1ccccc1)C3=O	-6	-22
49	Nc1nc(Nc2ccc(Cl)cc2)nc(NCCO)c1[N+](=O)[O-]	-1	-12
50	OC1=C(O)c2nc3cc(C(F)(F)F)ccc3nc21	-12	-32
51	O=C(Nc1ccc(F)cc1F)c1c(C(F)(F)F)ccnc1Oc1ccccc1	-10	-2
52	Cc1cc(OCc2nc3ccccc3s2)ccc1N	5	-20
53	Cc1ccc2nc(SCC(=O)Nc3cccc(S(=O)(=O)NC4=NCCCCC4)c3)[nH]c2c1	-41	-32
54	CCN1CCN(c2cc(C)c3cc(NC(=O)c4cccc(OC)c4)ccc3n2)CC1	21	-41
55	O=C1OCCN/C1=C\C(=O)c1ccc(Cl)cc1	15	0
56	OCC(CO)(CO)NC(=S)Nc1cc(Cl)cc(Cl)c1	13	-37
57	CC(=O)c1sc(NC(=O)COc2ccc(Cl)cc2C)nc1C	-1	17
58	COC(=O)c1sc(N2CCCCC2)c(C#N)c1N	-12	-36
59	O=C(O)CSc1c2c(nc3cc(C(=O)NCCN4CCOCC4)ccc13)CCC2	0	4
60	NS(=O)(=O)c1ccc(F)c(C(=O)O)c1	11	-7

nr	Avidin fluor	Mcl1-Noxa inh
46	22	-3
47	8	-20
48	3	5
49	7	14
50	9	13
51	3	0
52	7	21
53	4	-8
54	14	27
55	7	16
56	8	0
57	7	-15
58	6	3
59	4	23
60	6	7

# The results go on.
nr	Structure	Pf gamet viab	Mcl1 Bid PPI
61	NNc1ccc(S(=O)(=O)N2CCCCC2)cn1	-3	-71
62	NS(=O)(=O)c1ccc(NC(=O)COC(=O)c2cn(-c3ccccc3)nc2-c2ccccc2)cc1	-4	-25
63	CCCn1nnc(NC(=S)NC(=O)/C=C/c2ccco2)n1	-11	-66
64	Cc1onc(-c2c(Cl)cccc2Cl)c1C(=O)N1CCSCC1	1	-10
65	CCOC(=O)C1(Cc2cccc(F)c2)CCN(Cc2c(C)nn(CC)c2C)CC1	8	-10
66	Brc1ccc(C2=CC(c3ccco3)n3nnnc3N2)cc1 (stereo unspecified)	12	-15
67	COc1ccc(NC(=O)NCCCN2CCN(c3ccccc3F)CC2)cc1	10	-20
68	CC(C)Nc1cc(C(C)(C)C)nc2c(-c3ccccc3)cnn12	10	-8
69	CCCCCc1ccc(OCCC[n+]2ccccc2)c(CCCCC)c1	-7	-12
70	OCCNC(=S)Nc1cc(Cl)cc(Cl)c1	-1	-34
71	CCCN1C(=O)c2[nH]nc(-c3cc(Cl)c(C)cc3O)c2C1c1ccc(O)c(OC)c1 (stereo unspecified)	3	-12
72	COc1cc(C(=O)Nc2ccncc2)c([N+](=O)[O-])cc1OC	11	3
73	CCOc1cc(Br)c(CC(=O)O)cc1OCC	6	0
74	CCOc1ccc(NC(=O)CSc2ncc(-c3ccc(F)cc3)n2Cc2ccco2)cc1	-1	-21
75	CC1(C)OC(=O)C(=CNc2ccccn2)C(=O)O1	3	-18

nr	Avidin fluor	Mcl1-Noxa inh
61	12	-60
62	8	-5
63	5	34
64	6	4
65	8	0
66	8	10
67	0	56*
68	8	10
69	5	-3
70	8	7
71	12	21
72	9	1
73	9	7
74	12	8
75	3	5

# Remaining list, next part.
nr	Structure	Pf gamet viab	Mcl1 Bid PPI
76	CCOC(=O)C1=C(C)NC2=C(C(=O)c3ccccc32)C1c1ccc([N+](=O)[O-])o1 (stereo unspecified)	-21	-36
77	CCOC(=O)CSc1nc(C)c2cccc(C)c2n1	5	5
78	Cc1cc(/C=C2\SC(=O)NC2=O)c(C)n1-c1ccc(N2CCOCC2)cc1	7	-19
79	O=C(c1ccccc1)N1CCCC(C(=O)N2CCN(c3ccccc3)CC2)C1 (stereo unspecified)	-7	-34
80	O=C(CSCC(=O)Nc1cccc2ccccc12)Nc1cccc2ccccc12	5	-91
81	Cc1onc(-c2ccccc2)c1C(=O)N1CCCN2C(=O)c3ccccc3C21 (stereo unspecified)	-8	-15
82	CCCC[C@@H]1CN=C(N)N1CCc1cc(C(F)(F)F)cc(C(F)(F)F)c1	0	-21
83	O=C(NCc1ccc(S(=O)(=O)Nc2ccccc2Cl)s1)c1ccccc1	-2	-4
84	Cc1nc(CS(=O)(=O)c2ccccn2)sc1C(=O)NNC(=O)c1c(F)cccc1Cl	-8	-21
85	O=C(Nc1nc2c(Br)cc(Br)cc2c(=O)s1)c1ccco1	19	17
86	CC(C)(C)/C(O)=C/c1nc2cc(Cl)ccc2oc1=O	-12	-18
87	O=C(CCn1c(=S)oc2ccccc21)NC1CCCCCCC1	3	-43
88	Cc1nn(-c2ccccc2)nc1CNC(=O)C1CCC1	-7	1
89	N#Cc1ccc(-c2cccnc2)nc1SCC(N)=O	-1	-28
90	O=S(=O)(c1cnc[nH]1)N1CCN(c2ccc(F)cc2)CC1	-12	-20

nr	Avidin fluor	Mcl1-Noxa inh
76	7	28
77	10	13
78	4	24
79	8	-16
80	10	7
81	3	-12
82	9	6
83	6	1
84	7	2
85	5	5
86	7	0
87	7	-14
88	3	-10
89	9	9
90	9	-18

# Compound profiles (already shown).
# CCOC(=O)C1=C(C)NC2=C(C(=O)c3ccccc32)C1c1ccc([N+](=O)[O-])o1 (stereo unspecified) is entered as Pf gamet viab = -21; Mcl1 Bid PPI = -36; Avidin fluor = 7; Mcl1-Noxa inh = 28
# O=C(CCn1c(=S)oc2ccccc21)NC1CCCCCCC1 is entered as Pf gamet viab = 3; Mcl1 Bid PPI = -43; Avidin fluor = 7; Mcl1-Noxa inh = -14
# Cc1cc(/C=C2\SC(=O)NC2=O)c(C)n1-c1ccc(N2CCOCC2)cc1 is entered as Pf gamet viab = 7; Mcl1 Bid PPI = -19; Avidin fluor = 4; Mcl1-Noxa inh = 24

# Other entries follow.
nr	Structure	Pf gamet viab	Mcl1 Bid PPI
91	Cc1ccc(C(=O)Nc2cccc(C(F)(F)F)c2)cc1NC(=O)c1nccn1C	-20	-12
92	CCc1nnc(NS(=O)(=O)c2ccc(NC(=O)c3ccccc3)cc2)s1	9	-20
93	Cc1ccc(-c2nnc(Nc3ccc(C(=O)N(C)C)cc3)c3ccccc23)cc1S(=O)(=O)NC(C)(C)CO	7	-10
94	CN1Cc2c(N3CCOCC3)nc3sc(C#N)c(N)c3c2CC1(C)C	0	-36
95	COc1ccc(-c2nn(CCC(=O)O)cc2/C=N/NC(N)=S)cc1	12	-14
96	CC(=O)Nc1ccc(NS(=O)(=O)c2cc(Cl)ccc2Cl)cc1	8	-12
97	Fc1ccc2[nH]c3c(c2c1)CN(C(=S)NCc1ccccc1)CC3	11	-25
98	O=C(NC1CCCCNC1=O)c1ccccc1 (stereo unspecified)	1	-12
99	COc1cc(/C=N/NC(=O)c2sc3nc(C)cc(C)c3c2N)ccc1O	28	-9
100	Cc1cccc2c(N=O)c(O)[nH]c12	-38	-50

nr	Avidin fluor	Mcl1-Noxa inh
91	7	-22
92	8	16
93	9	-7
94	4	-7
95	3	13
96	12	31
97	5	1
98	8	-10
99	7	22
100	10	55*

# Some of the compounds tested; count on the stated rates, not on these rows.
